Screens as filed in PubChem BioAssay.
IMPase Li cell = membrane-permeable IMPase blocker, potentiated with lithium | Potency, µM (highest dose often 59.4 µM), for inactives: at the highest dose activity, negative = IMPase inhibition, usual class: inhibitors | CHO-M1 cells, IP1 TR-FRET (IP-One), carbachol + lithium | actives 0.35% (n = 210,000);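 further: IP1 builds up when IMPase is blocked and the TR-FRET signal falls; potency means the concentration at half of the fitted maximal effect; plate controls were basal vehicle for no effect and high inhibitor control for full effect; nearly all actives have a fitted effect of over 50% in size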
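Test compounds were applied to CHO-M1 cells previously cultured for 16–30 h at 2000 per well. A small lithium amount accompanied them; after 30 min at 37C, IP1 was quantified by TR-FRET.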
NPSR antagonist = antagonists of human neuropeptide S receptor cAMP signaling. Q6W5P4. CHO-NPSR cells, cAMP TR-FRET, antagonist mode. Potency, µM (titrated, usually from 38.3 µM), for inactives: top-dose activity change, negative = inhibition, hits mostly inhibitors. actives 1% (n = 220,000). AID 1461; further: potency means the concentration at half of the fitted maximal effect; on the % scale 0 is the no-effect control and ±100 the full control effect; nearly all actives have a fitted effect of over 50% in size; many of its hits are not listed in these tables
Target sequence (Q6W5P4 whole entry, looked up): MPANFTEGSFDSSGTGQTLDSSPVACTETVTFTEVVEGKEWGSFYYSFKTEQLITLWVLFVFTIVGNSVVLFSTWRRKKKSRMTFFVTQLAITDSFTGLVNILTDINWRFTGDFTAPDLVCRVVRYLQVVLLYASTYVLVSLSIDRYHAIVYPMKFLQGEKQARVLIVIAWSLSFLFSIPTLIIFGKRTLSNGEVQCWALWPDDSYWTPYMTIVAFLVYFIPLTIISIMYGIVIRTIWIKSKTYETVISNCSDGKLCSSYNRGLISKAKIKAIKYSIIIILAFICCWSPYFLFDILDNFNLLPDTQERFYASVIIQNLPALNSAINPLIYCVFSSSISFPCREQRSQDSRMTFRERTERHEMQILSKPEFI
CBFb-RUNX1 inh = inhibitors of human CBF-beta and RUNX1 interaction; AID 1477; Potency, µM (highest dose often 59.8 µM), inactives show at the highest dose activity, negative = inhibition, actives largely listed as inhibitors; 230,000 tested, under 10 active; Q01196+Q13951; AlphaScreen CBFb-His/RUNX1-biotin binding, biochemical; further: % of control where 0% means no effect
Target sequence (Q01196 whole entry, looked up): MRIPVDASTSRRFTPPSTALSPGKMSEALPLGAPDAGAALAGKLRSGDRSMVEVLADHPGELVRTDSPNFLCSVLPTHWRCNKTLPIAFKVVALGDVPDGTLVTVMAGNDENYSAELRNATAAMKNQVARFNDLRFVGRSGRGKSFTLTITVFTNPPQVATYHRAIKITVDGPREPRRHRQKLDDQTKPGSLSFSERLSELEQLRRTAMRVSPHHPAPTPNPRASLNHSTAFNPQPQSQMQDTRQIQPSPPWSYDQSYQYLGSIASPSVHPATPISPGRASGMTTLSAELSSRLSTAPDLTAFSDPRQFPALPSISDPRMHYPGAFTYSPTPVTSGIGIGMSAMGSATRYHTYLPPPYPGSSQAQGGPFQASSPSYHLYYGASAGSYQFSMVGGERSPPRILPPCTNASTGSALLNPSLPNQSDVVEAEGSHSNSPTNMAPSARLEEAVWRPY
Target sequence (Q13951 whole entry, looked up): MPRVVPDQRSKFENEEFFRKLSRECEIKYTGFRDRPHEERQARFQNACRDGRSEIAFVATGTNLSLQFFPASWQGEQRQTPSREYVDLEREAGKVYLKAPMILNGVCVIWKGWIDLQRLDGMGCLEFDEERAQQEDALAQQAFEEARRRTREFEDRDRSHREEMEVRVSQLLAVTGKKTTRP
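Interaction loss through any mechanism counts as activity. Pre-formed complex of His-CBF-beta and biotin-RUNX1 (30 nM apiece) is incubated with compound 15 min, then with 50 ng nickel and 50 ng streptavidin beads for 90 min before AlphaScreen detection.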
L3MBTL1 inh = L3MBTL1 (human) inhibition; Q9Y468; AlphaScreen L3MBTL1–H3K9me1 peptide binding; Potency, µM (doses to about 57.1 µM), for inactives: top-dose activity, negative = inhibition, most hits filed as inhibitors; actives 0.66% (n = 230,000); AID 485360; further: potency means the concentration at half of the fitted maximal effect; on the % scale 0 is the no-effect control and ±100 the full control effect; nearly all actives have a fitted effect of over 60% in size
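AlphaScreen assay: L3MBTL1 (50 nM final) was preincubated 30 min at room temperature with biotinylated H3(1-15)K9me1 peptide (75 nM final), then 30 min with library compounds; streptavidin donor and nickel chelate acceptor beads (10 ug/mL final) added, 30 min dark.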
Epigenetic derep = regulators of epigenetic silencing causing reporter derepression in mouse cells | murine LDR cells, GFP reporter derepression, 30 h | Potency, µM (titrated, usually from 53.9 µM), for inactives: at the top dose GFP activation, usual class: activators | actives 0.2% (n = 280,000) | AID 1865; further: potency means the concentration at half of the fitted maximal effect; % of control where 0% means no effect; nearly all actives have a fitted effect of over 60% in size
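In this reporter-derepression format, murine cells bearing a silenced integrated CMV-GFP locus incubate with test compound (30 h, 37 C), then are washed and imaged; fluorescent objects of 20–120 um count as induced cells.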
HttQ103 aggreg = mutant huntingtin aggregation inhibition; PC12 HttQ103-GFP aggregates, Acumen cytometry, 40 h; Potency, µM (top dose mostly 46.1 µM), for inactives: at the highest dose activity change, negative = inhibition, usual class: inhibitors; AID 1688; actives 1.1% (n = 220,000); further: potency means the concentration at half of the fitted maximal effect; on the % scale 0 is the no-effect control and ±100 the full control effect; nearly all actives have a fitted effect of over 60% in size
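PC12 cells stably carrying ecdysone-inducible HTT exon 1 Q103–GFP were induced with tebufenozide (100 nM final) and treated with library compounds in titration. GFP aggregates in lysates were counted by laser scanning cytometry.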
Luc counter = counter-screen: inhibitors of Kinase-Glo firefly luciferase. Q27757. Kinase-Glo luciferase, ATP luminescence, 8 min. Potency, µM (doses to about 38.3 µM), inactives show at the highest dose activity change, negative = inhibition, usual class: inhibitors. actives 0.28% (n = 200,000). AID 1379; further: potency means the concentration at half of the fitted maximal effect; on the % scale 0 is the no-effect control and ±100 the full control effect; nearly all actives have a fitted effect of over 60% in size
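Light output from Kinase-Glo luciferase with luciferin and 10 uM ATP in 50 mM imidazole pH 7.2, KCl, MgCl2, Tween 20, BSA; compound pin-delivered, 8-min ambient incubation, then luminescence read.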
Active calls of the source: *; ? = inconclusive; . = not tested or not shown; [ ] = another dose, or the depositor's remark. The call rests on the fitted dose curve; in most records, active means well fitted curve in the direction sought with a large enough effect; inconclusive means small, poorly fitted or top-dose-only effect, or another doubt; inactive means no such curve, though single readings can be large; an effect the other way counts as inactive or inconclusive. Only part of the results is shown; count on the stated rates, not on these rows.

Compound,IMPase Li cell,NPSR antagonist,CBFb-RUNX1 inh,L3MBTL1 inh,Epigenetic derep,HttQ103 aggreg,Luc counter
COc1ccccc1CN(Cc1nc2ccccc2c(=O)[nH]1)C(=O)Nc1ccccc1C,29.7%[38.3 µM],-21.5%[46.1 µM],2.6%,.,1.0%,-17.2%,-2.5%
COCC(=O)Nc1ccc(Br)cc1C,-3.5%,14.5%,2.3%,-6.5%,0.0%,3.4%,-4.3%
COc1ccc(N=Cc2sc(O)c3ccccc23)cc1,41.6%[activator][38.3 µM],12.6µM*,?,15.5%,10µM*,-2.1%,-8.1%
CC(C)(C)C1(C)OC(C(N)=O)C(C(N)=O)O1 (stereo unspecified),-11.6%[38.3 µM],8.5%[46.1 µM],5.5%,-1.6%,5.0%,10.1%,-1.0%
S=c1nc(-c2ccccc2)n(Cc2ccco2)c2c1CCCC2,12.6µM*,-5.7%[46.1 µM],3.1%,-0.8%,-2.0%,21.8%,1.6%
O=C(O)c1ccc(NC(CSCc2ccccc2F)C(=O)O)c([N+](=O)[O-])c1 (stereo unspecified),-5.1%,9.9%,2.6%,1.4%,1.0%,-1.2%,2.9%
Nc1ccc2nc(CN3CCOCC3)[nH]c2c1,21.3%[38.3 µM],-10.4%[46.1 µM],11.4%,.,-0.8%,22.0%,-0.4%
COC(=O)COc1ccc(S(=O)(=O)Nc2ccc(C(N)=O)cc2)cc1Cl,0.2%[38.3 µM],-4.4%[46.1 µM],9.5%,3.3%,-2.6%,-7.6%,-2.1%
N[C@@H](CO)c1nnc([C@H](CCC(=O)O)NC(=O)C2CCNCC2)o1,-3.4%,-14.5%,9.2%,14.0%,-1.5%,-11.0%[9.22 µM],.
O=C(c1ccc2c(c1)OCO2)C1CCCN(Cc2cc(F)ccc2-n2cccn2)C1 (stereo unspecified),23.4%,43.0%,3.9%,-14.1%,1.1%,7.1%[9.22 µM],0.2%
CCN=c1scc(-c2ccco2)n1/N=C/c1ccc(OC)c(O)c1,-1.3%[38.3 µM],-29.9%[46.1 µM],?,.,-0.7%,-12.6%,-1.3%
C/C(=N\NC(=O)c1nc2ccccn2c1C)c1ccc2c(c1)OCO2,-5.0%,14.8%,-3.2%,8.8%,0.0%,13.1%,-0.8%
CC1CC2(C)CC(C)C1(COC(=O)Nc1ccccc1)CO2 (stereo unspecified),10.2%,-2.7%,1.5%,2.4%,2.2%,.,0.0%
COc1cc2c(=O)n(Cc3ccco3)c(=O)n(CC(=O)c3cccc(Br)c3)c2cc1OC,?,-4.3%[46.1 µM],-0.7%,1.9%,4.5%,8.1%,-3.2%
Cc1ccc(S(=O)(=O)NC(=O)c2cc(C)n(-c3cc(S(=O)(=O)N4CCOCC4)ccc3N3CCCC3)c2C)cc1,2.0%[38.3 µM],-7.4%[46.1 µM],-9.7%,.,-1.0%,15.8%,-0.5%
COC(=O)c1ccc(OCC2c3cc(OC)c(OC)cc3CCN2C(=O)c2ccco2)cc1 (stereo unspecified),10.2%[38.3 µM],?,-8.6%,-10.3%,-1.2%,?,8.0%
Cc1ccn2cc(-c3cnoc3C)nc2c1,23.3%[38.3 µM],6.6%[46.1 µM],0.7%,.,0.0%,11.4%,-17.5%
COc1ccc(C2C(C(C)=O)=C(O)C(=O)N2CCc2c[nH]c3ccccc23)cc1OC (stereo unspecified),-10.1%[38.3 µM],2.0%[46.1 µM],-5.2%,.,0.0%,-7.6%,3.1%
Cc1cccc(OCCCCCn2ccnc2)c1,0.9%[38.3 µM],-2.2%[46.1 µM],-4.4%,-8.4%,-2.4%,-5.2%,-1.3%
O=C(Nc1cccnc1)c1ccc2nc(-c3ccccc3)c(-c3ccccc3)nc2c1,17.5%,-46.2%,-15.5%,-22.3%,-1.5%,-23.6%,2.5%
Cc1nc2cc(-c3ccccc3)sc2c(=O)n1N,5.1%,8.2%,7.6%,.,1.1%,-3.9%,2.24µM*
Cc1ccc(-c2noc(CSc3nnc(-c4cccs4)n3C)n2)cc1,-6.6%[38.3 µM],-9.0%[46.1 µM],-6.6%,.,2.9%,-18.3%,-2.1%
CCCc1nnc(SCC(=O)Nc2ccc(OCC)cc2)n1N,0.0%[38.3 µM],4.5%[46.1 µM],-5.8%,-3.6%,-6.2%,10.4%,1.6%
CC(C)(C)CC(C)(C)c1ccc(OCCO)cc1,1.5%,.,12.6%[21.7 µM],.,.,2.1%,.
O=C(CNC(=O)c1ccccc1O)N/N=C/c1cc(Br)ccc1OC(=O)/C=C/c1ccco1,-0.7%,-46.6%,-15.1%,.,0.4%,2.51µM*,1.2%
COC(=O)COc1ccc(S(=O)(=O)NCc2cccnc2)cc1C,-6.0%[38.3 µM],-0.3%[46.1 µM],5.5%,-5.8%,0.0%,2.2%,1.9%
O=C(Nc1ccccn1)c1ccc(NC(=O)c2ccco2)cc1,3.5%[38.3 µM],-7.9%[46.1 µM],-1.8%,-0.3%,0.0%,-7.3%,-14.2%
O=S(=O)(c1ccc(Br)s1)N1CCC(Cc2ccccc2)CC1,38.5%[activator][38.3 µM],8.0%[46.1 µM],?,.,-1.0%,-12.2%[1.84 µM],1.9%
COc1ccc(CSc2nc(C)cc(=O)[nH]2)cc1Br,28.0%[38.3 µM],-7.9%[46.1 µM],3.9%,-0.2%[11.4 µM],-2.1%,-10.2%,2.3%
O=C(OCc1cccc2ccccc12)c1ccc2c(=O)[nH]c(CN3CCOCC3)nc2c1,12.4%[38.3 µM],-21.6%[46.1 µM],-0.2%,0.4%,0.4%,14.6%,-1.9%
COCCNC(=O)C(c1ccncc1)N(C(=O)Cn1nnc2ccccc21)c1ccc(OC)cc1 (stereo unspecified),12.3%[38.3 µM],-8.5%[46.1 µM],2.7%,-0.2%,0.0%,1.0%,-2.9%
O=C(CCC1CCCN(C(=O)c2ccc3c(c2)OCCO3)C1)NCc1ccccc1F (stereo unspecified),.,15.7%,8.8%,2.2%,10.7%,-7.5%,.
O=C1C=C(NCc2ccc(Cl)cc2)CC(c2ccco2)C1 (stereo unspecified),-10.0%[38.3 µM],-11.6%[46.1 µM],-9.9%,-13.3%,1.7%,-2.5%,13.2%
CC12CCC(C(=O)NCc3ccc(F)cc3)(OC1=O)C2(C)C (stereo unspecified),-2.0%,12.0%,4.0%,7.6%,-1.9%[10.1 µM],-1.1%[9.22 µM],-1.5%
Fc1ccc(N2CCN(Cc3cnc(Cl)s3)CC2)cc1,-1.5%,-1.5%,-4.3%,-13.3%,-0.6%[10.1 µM],15.2%[9.22 µM],-0.6%
COC(=O)c1cc(Cl)c(NC(=O)/C=C/c2ccc(OC)cc2)cc1OC,-2.0%,-6.3%,18.5%,4.8%,-1.6%,12.6%,-1.0%

Single values from the list.
For Luc counter, `S=c1nc(-c2ccccc2)n(Cc2ccco2)c2c1CCCC2` has the entry 1.6%
For NPSR antagonist, `Cc1ccc(-c2noc(CSc3nnc(-c4cccs4)n3C)n2)cc1` has the entry -9.0%[46.1 µM]

Remaining list, next part
Compound,IMPase Li cell,NPSR antagonist,CBFb-RUNX1 inh,L3MBTL1 inh,Epigenetic derep,HttQ103 aggreg,Luc counter
O=S(=O)(NCc1ccccc1)c1ccc(Cl)c(S(=O)(=O)NCc2ccccc2)c1,21.7%[38.3 µM],-9.3%[46.1 µM],4.0%,.,1.5%,-13.7%,-3.8%
Cc1occc1C(=O)NC(C)C(C)(C)C (stereo unspecified),-2.3%[38.3 µM],-2.7%[46.1 µM],1.7%,.,-0.7%,20.9%,-3.6%
CCNC(=S)NNC(=O)c1cc(-c2cccc(C)c2)nc2ccccc12,13.9%[38.3 µM],-15.7%[46.1 µM],-22.2%,-2.7%,-1.1%,?,12.6µM*
NC1=NC(=O)CC(C(=O)Nc2cccc3ccccc23)S1 (stereo unspecified),-1.9%,5.6%,-3.0%,25.3%,1.1%,6.8%,-1.3%
CCC(C)(C)n1nnnc1C(c1cc2cc(C)cc(C)c2[nH]c1=O)N1CCN(Cc2ccc3c(c2)OCO3)CC1 (stereo unspecified),44.3%[activator][38.3 µM],2.3%[46.1 µM],1.8%,.,-0.1%,-5.6%,-2.1%
COc1cc(/C=N/NC(=O)CC2(C)OCCO2)cc(Br)c1O,29.6%,-13.8%,3.8%,.,1.3%,0.8%,-0.7%
CCOC(=O)c1cc(CC)sc1NC(=O)C(c1ccccc1)c1ccccc1,16.3%[38.3 µM],-20.6%[46.1 µM],13.9%,10.1%,-0.9%,-20.0%,3.0%
COc1cc(OC)cc(C(=O)Nn2cc(C(=O)Nc3ccccc3F)c3ccccc3c2=O)c1,9.5%,-2.7%,-7.5%,-5.7%,0.1%,8.7%,1.9%
O=C(O)Cc1ccc(NC(=O)C(c2ccccc2)c2ccccc2)cc1,1.8%,2.9%,3.1%,-2.1%,3.9%,-20.6%[9.22 µM],-1.0%
Cc1ccccc1C(=O)c1c[nH]c(C(=O)NCc2ccco2)c1,-2.0%[38.3 µM],-3.6%[46.1 µM],-1.6%,-4.1%,-1.4%,?,-2.9%

Sorted by value in L3MBTL1 inh (largest number first): some entries from above
molecule | IMPase Li cell | NPSR antagonist | CBFb-RUNX1 inh | L3MBTL1 inh | Epigenetic derep | HttQ103 aggreg
NC1=NC(=O)CC(C(=O)Nc2cccc3ccccc23)S1 (stereo unspecified) | -1.9% | 5.6% | -3.0% | 25.3% | 1.1% | 6.8%
CCOC(=O)c1cc(CC)sc1NC(=O)C(c1ccccc1)c1ccccc1 | 16.3%[38.3 µM] | -20.6%[46.1 µM] | 13.9% | 10.1% | -0.9% | -20.0%
O=C(O)Cc1ccc(NC(=O)C(c2ccccc2)c2ccccc2)cc1 | 1.8% | 2.9% | 3.1% | -2.1% | 3.9% | -20.6%[9.22 µM]
CCNC(=S)NNC(=O)c1cc(-c2cccc(C)c2)nc2ccccc12 | 13.9%[38.3 µM] | -15.7%[46.1 µM] | -22.2% | -2.7% | -1.1% | ?
